Screening data from PubChem BioAssay.
APP 5UTR inh – APP translation inhibition | SH-SY5Y APP 5'UTR-luciferase reporter, luminescence | inhibition, % at 2 µM | 190,000 tested, 0.82% active;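 active = inhibition above a set limit, derived from the sample mean plus 3 SD, cut at about 45% in these data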; also: values of inactives mirror those of a sister screen read the other way
TLR4-MyD88 BLA – TLR4-MyD88 interaction inhibition in cells; 200,000 tested, 0.18% active; inhibition, % at 8.4 µM; HeLa CL3-4 TLR4/MyD88 BLA complementation, FRET ratio; in the data active = inhibition above about 25%;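 also: 0% = vehicle and 100% = reference inhibitor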
APP 5'UTR act – activates APP 5'UTR luciferase reporter. SH-SY5Y APP 5'UTR luciferase reporter, luminescence; zero percent = DMSO vehicle wells. 190,000 tested, 1% active. activation, % at 2 µM;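 active = activation above a set limit, based on mean plus 3 SD of controls, cut at about 140% in these data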; also: values of inactives mirror those of a sister screen read the other way
STAT1 act – activators of IFN-gamma induced STAT1 signaling; NIH 3T3 STAT1-luciferase reporter, luminescence; 100% = IFN-gamma alone, no compound; 200,000 tested, 2.6% active; AID 932; activation (% of control), % at 5.5 µM;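 active = activation above the screen-wide mean activation plus 3 SD, cut at about 130% in these data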;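 also: raw ratio to IFN-gamma control signal so 100% means no change and 0% no light; values of inactives mirror those of a sister screen read the other way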
Starred values were filed as active, the others as inactive; nt = not tested or not shown. Only part of the results is shown (hit frequency here may not be typical).

Screens by letter – A = APP 5UTR inh; B = TLR4-MyD88 BLA; C = APP 5'UTR act; D = STAT1 act
structure: CC(=O)c1cc(C#N)c(Oc2ccccc2)nc1C
  A = nt	B = 3	C = nt	D = 107
structure: Cc1ccc(Sc2ccc(N)cc2C#N)cc1
  A = nt	B = 3	C = nt	D = 91
structure: COC(=O)N/N=C(C)/C=C/c1ccccc1
  A = nt	B = 5	C = nt	D = 120
structure: CCOc1ccc2[nH]c3c(=O)n(CCc4ccc(OC)cc4)cnc3c2c1
  A = -10	B = nt	C = 10	D = nt
structure: O=C(O)C1CSC(c2ccc3c(c2)OCO3)N1 (configuration not stated)
  A = -32	B = nt	C = 32	D = nt
structure: COc1ccc(C(=O)/C=C/c2cc(C(=O)O)cc3c2OCOC3)c(O)c1
  A = -9	B = nt	C = 9	D = nt
structure: CC1(C)CC(C(CC(=O)N2CCCC2)Cc2ccccc2)CCO1 (configuration not stated)
  A = 5	B = nt	C = -5	D = nt
structure: Cn1c2[n+](c3ccc(Cl)cc3c1=O)Cc1ccccc1-2
  A = 6	B = nt	C = -6	D = nt
structure: COc1ccc(CNCCC(c2ccc(F)cc2)c2ccc(OC(C)C)cc2)cc1OC (configuration not stated)
  A = 6	B = nt	C = -6	D = nt
structure: CC(=O)OCC(OC(C)=O)C(OC(C)=O)C(OC(C)=O)C(=O)Nc1cccc(C)c1 (configuration not stated)
  A = -2	B = nt	C = 2	D = nt

Just TLR4-MyD88 BLA, APP 5'UTR act and STAT1 act, for some of the entries so far:
Molecule | TLR4-MyD88 BLA | APP 5'UTR act | STAT1 act
Cn1c2[n+](c3ccc(Cl)cc3c1=O)Cc1ccccc1-2 | nt | -6 | nt
COc1ccc(CNCCC(c2ccc(F)cc2)c2ccc(OC(C)C)cc2)cc1OC (configuration not stated) | nt | -6 | nt

Part of the list above in another layout:
COC(=O)N/N=C(C)/C=C/c1ccccc1
  APP 5UTR inh: nt
  TLR4-MyD88 BLA: 5
  APP 5'UTR act: nt
  STAT1 act: 120

CCOc1ccc2[nH]c3c(=O)n(CCc4ccc(OC)cc4)cnc3c2c1
  APP 5UTR inh: -10
  TLR4-MyD88 BLA: nt
  APP 5'UTR act: 10
  STAT1 act: nt

O=C(O)C1CSC(c2ccc3c(c2)OCO3)N1 (configuration not stated)
  APP 5UTR inh: -32
  TLR4-MyD88 BLA: nt
  APP 5'UTR act: 32
  STAT1 act: nt

COc1ccc(C(=O)/C=C/c2cc(C(=O)O)cc3c2OCOC3)c(O)c1
  APP 5UTR inh: -9
  TLR4-MyD88 BLA: nt
  APP 5'UTR act: 9
  STAT1 act: nt

Next part:
Screens by letter – A = APP 5UTR inh; B = TLR4-MyD88 BLA; C = APP 5'UTR act; D = STAT1 act
structure: O=C1C(=O)c2ccccc2C(O)=C1c1ccccc1F
  A = 17	B = nt	C = -17	D = nt
structure: C#CCN1C(=O)C(O)(c2c(C)[nH]c3ccccc23)c2ccccc21 (configuration not stated)
  A = -24	B = nt	C = 24	D = nt
structure: CN1C2CCC1CC(OC(c1ccccc1)c1ccccc1)C2 (configuration not stated)
  A = 0	B = nt	C = 0	D = nt
structure: Cc1cc(C)c2c(CCl)cc(=O)oc2c1
  A = 94*	B = nt	C = -94	D = nt
structure: O=C(/C=C/c1ccc2c(c1)OCO2)c1ccccn1
  A = -62	B = nt	C = 62	D = nt
structure: CC(C)CCC1(CCNC(C)c2cccs2)CCOC(C)(C)C1 (configuration not stated)
  A = -3	B = nt	C = 3	D = nt
structure: O=c1c(-c2ccc3c(c2)OCCO3)coc2cc(OC3OC(CO)C(O)C(O)C3O)ccc12 (configuration not stated)
  A = -159	B = nt	C = 159*	D = nt
structure: Cc1c(OCC(=O)NC(Cc2c[nH]c3ccc(O)cc23)C(=O)O)ccc2c3c(c(=O)oc12)CCC3 (configuration not stated)
  A = 13	B = nt	C = -13	D = nt
structure: CCOc1ncnc2c1[nH]c1ccccc12
  A = -17	B = nt	C = 17	D = nt
structure: COc1ccc(-c2cc3cc(OC)c(OC)cc3c(C)n2)cc1
  A = -12	B = nt	C = 13	D = nt
structure: O=C(CN(CC(=O)N1CCOCC1)S(=O)(=O)c1ccc(Br)s1)N1CCOCC1
  A = -33	B = 23	C = nt	D = 95
structure: COc1ccc(-n2c(=O)c3c4c(sc3n3c(C)nnc23)COC(C(C)C)C4)cc1 (configuration not stated)
  A = -14	B = -4	C = nt	D = 94
structure: Cc1cc(C)c2nc(SCC(=O)Nc3ccccc3N3CCOCC3)c(C#N)cc2c1
  A = 6	B = 5	C = nt	D = 96
